Compound activity from PubChem BioAssay.
TWEAK-Fn14 inh = blocks TWEAK-Fn14 interaction in a reporter cell assay; 360,000 compounds, 2% hits; TWEAK-stimulated Fn14 reporter cells, luciferase luminescence, 8 h; inhibition, % at 10 µM; AID 1159606; in the data active = inhibition above about 50%
SRC1 inh = inhibits human SRC1 coactivator. HEK293 GAL4-SRC1 luciferase reporter, luminescence. Q15788. 360,000 compounds, 0.12% hits. inhibition, % at 3.6 µM;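 active = inhibition above the campaign mean plus 3 SD, with each screening campaign given its own cutoff, cut at about 60% in these data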;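 also: 0% = DMSO treated cells and 100% = gossypol at 36 µM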
NR2F2 inh = NR2F2 (human) inhibition, primary screen. HEK293T NGFI-A luciferase reporter, luminescence. inhibition, % at 8.6 µM. 370,000 compounds, 0.7% hits;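 active = inhibition above a per-plate cutoff, mean inhibition of test wells between control levels plus 3 SD, cut at about 38% in these data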;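 also: cells cotransfected with COUP-TFII expression vector driving the NGFI-A reporter; 0% = median of COUP-TF2 test wells and 100% = reporter-only cells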
NCOA2 inhibitor = human SRC2 (NCOA2) inhibition. Q15596. inhibition, % at 9 µM. HEK293 GAL4-SRC2 luciferase reporter, luminescence. 370,000 compounds, 0.17% hits. AID 651957;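 active = inhibition above the mean inhibition of all tested compounds plus 3 SD, set per campaign, cut at about 52% in these data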;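 also: 0% = DMSO treated cells and 100% = cells given Gossypol at 36 µM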
NOD2 RIPK2 PPI = blocks binding of human NOD2 to RIPK2 | O43353 | 360,000 compounds, 0.38% hits | inhibition, % at 4.98 µM | CHO BLA complementation NOD2-RIPK2, CCF4 ratio | AID 624267; in the data active = inhibition above about 21%;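 also: 0% = vehicle only and 100% = reference blocker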
Target sequence (O43353 whole entry, looked up): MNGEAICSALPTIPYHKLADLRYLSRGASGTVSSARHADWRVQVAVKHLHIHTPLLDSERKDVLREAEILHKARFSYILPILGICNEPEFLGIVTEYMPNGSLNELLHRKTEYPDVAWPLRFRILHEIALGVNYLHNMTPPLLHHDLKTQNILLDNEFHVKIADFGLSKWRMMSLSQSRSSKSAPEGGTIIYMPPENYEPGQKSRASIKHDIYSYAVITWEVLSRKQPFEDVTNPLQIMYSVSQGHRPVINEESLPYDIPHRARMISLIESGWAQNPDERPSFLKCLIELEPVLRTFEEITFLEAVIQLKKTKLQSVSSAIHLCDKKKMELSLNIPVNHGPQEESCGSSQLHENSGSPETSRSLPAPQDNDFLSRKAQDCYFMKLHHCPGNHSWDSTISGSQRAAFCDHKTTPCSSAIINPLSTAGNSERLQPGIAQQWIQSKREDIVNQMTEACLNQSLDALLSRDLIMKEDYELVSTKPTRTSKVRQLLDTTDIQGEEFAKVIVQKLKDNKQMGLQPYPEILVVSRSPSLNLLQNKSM
NCOA3 inh = inhibitors of human steroid receptor coactivator 3 (SRC3); Q9Y6Q9; HEK293 GAL4-SRC3 luciferase reporter, luminescence; inhibition, % at 3.6 µM; 360,000 compounds, 0.17% hits;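 active = inhibition above a per-campaign cutoff, the mean of all compounds plus 3 SD, cut at about 60% in these data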;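 also: 0% = DMSO-treated cells and 100% = gossypol-treated cells at 36 µM; higher means less SRC3-driven luciferase light from the GAL4 reporter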
TROY signal inh = blocks TROY-dependent signaling in reporter cells | Q293 LMP1-TROYcd NF-kB luciferase reporter, 4 h | inhibition, % at 10 µM | 360,000 compounds, 0.98% hits | AID 1347056;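 active = compounds whose plate-normalised and pattern-corrected inhibition of the luciferase reporter signal at the single screening dose is 50% or more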
TLR9-MyD88 block = TLR9-MyD88 interaction inhibition. Q9NR96+Q99836. CHO BLA complementation TLR9-MyD88, CCF4 FRET ratio. inhibition, % at 4.98 µM. 340,000 compounds, 0.21% hits. AID 504734;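 active = inhibition above the mean over all tested compounds plus 3 SD, cut at about 21% in these data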;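 also: 0% = DMSO only wells and 100% = clavulanate BLA inhibitor control wells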
Granule exo inh = blocks lytic granule exocytosis | TALL-104 LAMP-1 surface exposure, flow cytometry; cells stimulated with thapsigargin and PMA | inhibition, % at 10 µM | 360,000 compounds, 0.66% hits | AID 651702;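 active = inhibition above about 55%, limit read from the data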
ABHD5-PLIN5 inh = inhibitors of human ABHD5-perilipin-5 interaction. Q00G26+Q8WTS1. Split G. princeps luciferase complementation, luminescence, 4 h. inhibition, % at 4 µM. 360,000 compounds, 0.78% hits. AID 602281;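 active = inhibition above the mean inhibition across every tested compound plus 3 SD, cut at about 22% in these data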;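 also: 0% = DMSO only wells and the 100% control is not disclosed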
LRH-1 inv ag = NR5A2 inverse agonism in reporter assay; 360,000 compounds, 0.13% hits; inhibition, % at 3.6 µM; HEK293T StAR-luciferase reporter, LRH-1 transfected, 24 h;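 active = inhibition above the mean inhibition of all tested compounds plus 3 SD, cut at about 73% in these data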;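 also: 0% = DMSO wells and 100% = reporter-only cells lacking LRH-1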
Target sequence (O00482 whole entry, looked up): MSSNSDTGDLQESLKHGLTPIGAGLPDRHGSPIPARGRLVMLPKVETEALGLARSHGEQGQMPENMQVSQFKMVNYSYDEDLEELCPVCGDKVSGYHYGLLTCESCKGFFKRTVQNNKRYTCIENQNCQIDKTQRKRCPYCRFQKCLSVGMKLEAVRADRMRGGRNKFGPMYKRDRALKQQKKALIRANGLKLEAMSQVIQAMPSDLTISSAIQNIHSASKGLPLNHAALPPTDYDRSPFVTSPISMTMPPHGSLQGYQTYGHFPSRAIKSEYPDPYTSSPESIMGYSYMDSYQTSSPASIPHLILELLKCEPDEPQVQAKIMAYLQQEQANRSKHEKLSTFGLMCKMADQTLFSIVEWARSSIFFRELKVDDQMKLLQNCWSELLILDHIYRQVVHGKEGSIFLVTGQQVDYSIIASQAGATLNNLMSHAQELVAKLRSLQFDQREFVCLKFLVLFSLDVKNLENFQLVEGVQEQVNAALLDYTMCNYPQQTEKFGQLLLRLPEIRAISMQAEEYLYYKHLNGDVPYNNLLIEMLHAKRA
The depositor's hits bear a star; . = no result given; & = joins results of further samples. Not all compounds are listed; count on the stated rates, not on these rows.

SMILES	TWEAK-Fn14 inh	SRC1 inh	NR2F2 inh	NCOA2 inhibitor	NOD2 RIPK2 PPI	NCOA3 inh	TROY signal inh	TLR9-MyD88 block	Granule exo inh	ABHD5-PLIN5 inh	LRH-1 inv ag
O=C(c1ccc(N2CCNCC2)cc1)c1cccnc1	6	3	4	18	-5	25	7	-6	-1	9	17
Cc1cc(C(=O)C[N+]2(C)CCOCC2)c(C)n1-c1ccc(Br)cc1	-15	-5	8	-7	-7	-6	1	4	1	8	12
CC1CC(C)(C)NC(=S)N1CCC(=O)N1CCc2ccccc21 (stereo unspecified)	3	8	6	10	-7	7	12	-6	-3	-6	4
COc1ccc(NC(=O)CSc2n[nH]c(C)c2[N+](=O)[O-])cc1	-18	0	-3	8	9	13	-49	-5	0	1	0
O=C(NCc1ccc(Cl)cc1)C1CCN(S(=O)(=O)c2ccccc2)CC1	1	0	18	-31	3	8	14	1	0	-6	0
Cn1c(=O)c(=O)n(C)c2cc([N+](=O)[O-])c(N3CCOCC3)cc21	-9	8	23	-6	-12	8	5	-6	-1	-5	-4
COc1ccc(-c2csc(N(C)C(=O)c3cccs3)n2)cc1	-21	-31	-12	-16	-9	-66	-65	-2	-11	0	-29
CC1CCN(C(=O)COC(=O)c2c[nH]c3ccccc23)CC1	-5	-70	-36	-25	-3	-39	-63	1	5	7	-37
CN1C=CC=C/C1=C(\C#N)c1nc2ccccc2[nH]1	-5	6	-4	-1	12	8	-15	5	9	-4	0
O=C(Cn1c(=O)oc2ccccc21)Nc1ccc(Cl)cc1	0	5	12	12	3	19	6	-1	-12	7	-3
Cc1cc(Br)cn2ccnc12	-10	-26	1	-16	-6	10	2	5	0	-1	10
Cc1ccc2nc(SCC(=O)Nc3oc(C)c4c(C)n[nH]c(=O)c34)[nH]c2c1	10	-2	6	-22	-6	-28	0	-6	7	3	14
COc1ccc(S(=O)(=O)N2CCOC23CCN(S(C)(=O)=O)CC3)cc1	2	-99	7	-7	-4	5	-9	0	-2	-3	15
O=C(Cn1nnc(-c2ccc(F)cc2)n1)Nc1ccc2c(c1)OCCO2	5	9	-20	-19	-2	-1	-4	5	0	-3	-6
Cc1sc2nc(SCC(=O)O)[nH]c(=O)c2c1C	10	-14	-10	8	4	5	13	-10	3	-5	-10

Continued, starting with the last 5 of the part before.
SMILES	TWEAK-Fn14 inh	SRC1 inh	NR2F2 inh	NCOA2 inhibitor	NOD2 RIPK2 PPI	NCOA3 inh	TROY signal inh	TLR9-MyD88 block	Granule exo inh	ABHD5-PLIN5 inh	LRH-1 inv ag
Cc1cc(Br)cn2ccnc12	-10	-26	1	-16	-6	10	2	5	0	-1	10
Cc1ccc2nc(SCC(=O)Nc3oc(C)c4c(C)n[nH]c(=O)c34)[nH]c2c1	10	-2	6	-22	-6	-28	0	-6	7	3	14
COc1ccc(S(=O)(=O)N2CCOC23CCN(S(C)(=O)=O)CC3)cc1	2	-99	7	-7	-4	5	-9	0	-2	-3	15
O=C(Cn1nnc(-c2ccc(F)cc2)n1)Nc1ccc2c(c1)OCCO2	5	9	-20	-19	-2	-1	-4	5	0	-3	-6
Cc1sc2nc(SCC(=O)O)[nH]c(=O)c2c1C	10	-14	-10	8	4	5	13	-10	3	-5	-10
O=C(C1=C[C@H](c2ccc(Br)cc2)C[C@H](OCCCCO)O1)N1CCOCC1	-1	.	8	25	.	.	5	-18	10	.	.
NC(=O)N1CCC2(CC1)NC(=O)N(c1ccccc1)N2	0	5	-7	-20	-7	14	6	0	2	-15	5
CCOC(=O)C1=C(C)NC(SCC(N)=O)=C(C#N)C1c1ccncc1 (stereo unspecified)	6&10	-42&-8	9&5	-18&-16	-7&-6	1&18	-7&4	0&-7	7&-1	-4&4	-17&-10
Cc1ccccc1C(=O)NNC(=O)c1cccc(Br)c1	-2	11	2	9	-9	1	-16	-1	4	8	-13
CC1(C)CC(CC(=O)O)(c2ccc(F)cc2)CCO1 (stereo unspecified)	-2	9	-6	6	-10	-3	-9	-4	-7	0	-10
C=C(C)Cn1cnc2c(oc3nc4c(cc32)CCCC4)c1=O	-19	-78	-18	-92	7	-93	-12	7	-3	8	-103
NC(=O)c1nnn(Cc2cc(Cl)c(C(=O)c3ccc(Cl)cc3)c(Cl)c2)c1N	30	.	55*	7	-11	.	24	.	14	-4	34
CCOC(=O)c1c(C)cc(=O)oc1C	16	1	9	3	5	4	8	6	-1	2	-9
Cc1c(C(=O)N2CCC(C)CC2)sc2ncn(CC(=O)N3CCC(C)CC3)c(=O)c12	11	-25	-5	-24	5	-1	14	-14	2	2	2
COC(=O)Cc1ccc(NC(=S)NCc2ccc(F)cc2)cc1	4	9	-12	6	6	-5	8	-2	-2	-6	-2
Cc1ccc2c(c1)c1c3n2CC(=C2C(=O)OC(C)(C)OC2=O)NC3CCC1 (stereo unspecified)	-6	-6	12	-13	18	-1	-12	16	-3	7	15
CCOc1ccc(S(=O)(=O)N2CCN(C(=O)CN3C(=O)NC(C)(C)C3=O)CC2)cc1	4	-6	7	-26	-5	6	-16	-4	0	-7	-1
O=C(NCCCN1CCCC1=O)c1ccc2c(c1)NC(=O)c1ccccc1S2	9	-16	1	-9	-2	-2	6	6	-3	0	-1
O=C(c1cccs1)N1CCN(S(=O)(=O)Cc2ccccc2)CC1	-2	-8	4	-8	-14	-7	9	-14	-2	2	7
COC(=O)c1ccccc1N=Nc1c(C)n[nH]c1C	22	20	-3	22	4	19	20	-6	-4	-6	5

Another view of some results above:
Compound | TWEAK-Fn14 inh | SRC1 inh | NR2F2 inh | NCOA2 inhibitor | NOD2 RIPK2 PPI | NCOA3 inh | TROY signal inh | TLR9-MyD88 block | Granule exo inh | ABHD5-PLIN5 inh | LRH-1 inv ag
C=C(C)Cn1cnc2c(oc3nc4c(cc32)CCCC4)c1=O | -19 | -78 | -18 | -92 | 7 | -93 | -12 | 7 | -3 | 8 | -103
NC(=O)c1nnn(Cc2cc(Cl)c(C(=O)c3ccc(Cl)cc3)c(Cl)c2)c1N | 30 | . | 55* | 7 | -11 | . | 24 | . | 14 | -4 | 34

Other compounds follow.
SMILES	TWEAK-Fn14 inh	SRC1 inh	NR2F2 inh	NCOA2 inhibitor	NOD2 RIPK2 PPI	NCOA3 inh	TROY signal inh	TLR9-MyD88 block	Granule exo inh	ABHD5-PLIN5 inh	LRH-1 inv ag
O=C(c1ccccn1)c1ccc2ccccc2n1	-4	-3	5	-34	-2	19	-1	.	2	-6	-6
CC(=O)Oc1c(C)c(C)c2c(c1C)CC[C@@](C)(CCC[C@H](C)CCC[C@H](C)CCCC(C)C)O2	-14	-5	-19	-8	1	-15	1	1	0	-6	1
Cc1ccn2c(CNCC3COCCO3)c(C(=O)N3CCCCCC3)nc2c1 (stereo unspecified)	6	6	3	-13	2	7	1	-8	-1	3	15
CCOC(=O)CC1=C(C(=O)OCC)C(c2ccncc2)C(C#N)=C(N)O1 (stereo unspecified)	17	-1	0	17	-1	-8	0	-9	0	-1	-1
CC(C)(C)c1nc2ccccc2c2nnc(SCC(=O)Nc3nccs3)n12	14	-6	-2	4	-12	20	36	1	-3	6	7
COC(=O)CCCn1nc(NC(=O)COc2ccc(F)cc2)cc1C	14	5	-21	11	-11	-6	-14	1	-2	-1	3
COc1ccc(C(=O)N/C(=C\c2ccccc2)C(=O)N2CCOCC2)cc1	7	-159	-3	-2	-8	-8	-2	-8	0	-4	-20
Cc1cc2cc(CNS(=O)(=O)c3ccc4ccccc4c3)ccc2n1C	6	7	-8	2	-2	6	5	13	1	-1	17
COc1cc(OC)nc(N/N=C(\c2ccccc2)c2ccncc2)n1	-8	-32	9	-41	-4	4	16	-4	6	-2	6
CN(Cc1ccccc1)C(=O)COC(=O)c1ccc(Br)o1	-2	6	8	22	-5	-1	-14	-2	2	1	-2
COC(=O)C[C@H]1C[C@H]2c3cc(NC(=O)Nc4ccc(C(F)(F)F)cc4)ccc3O[C@H]2[C@@H](CO)O1	2	3	10	10	7	15	-1	7	-9	12	26
COc1ccc(NC(=O)OCCN2CCN(Cc3ccccc3)CCC2=O)cc1	0	-12	-12	-13	2	-21	-30	2	-9	3	-22
CC(C)c1nn2c(N)c(/C=C3\C=Nc4ccccc43)c(=O)nc2s1	-19	3	-15	-19	-5	2	-36	.	2	-2	-14
CN(C)S(=O)(=O)c1ccc(N2CCCC2)c(C(=O)N2CCN(S(=O)(=O)c3cccc(F)c3)CC2)c1	-2	8	-1	-13	0	16	-5	1	-4	-1	-2
CCCCNC(=O)N(O)C1N(/N=C/c2ccco2)C(=S)SC1(C)C (stereo unspecified)	1	11	4	12	-4	6	-4	-8	-3	3	-3
CCOC(=O)C1(CC2CCCCO2)CCN(Cc2c(C)cc(C)cc2-n2cccn2)CC1 (stereo unspecified)	0	-2	-11	-22	-5	11	9	4	-10	2	11
Cc1c(C(=O)Nc2c3c(nn2C(C)(C)C)CS(=O)(=O)C3)cccc1[N+](=O)[O-]	1	0	-11	-33	-4	12	-4	-6	-1	-4	5
O=C(Nc1cc(C(F)(F)F)ccc1Cl)C(Sc1cccc[n+]1[O-])c1ccccc1 (stereo unspecified)	-2	5	9	-6	3	3	-7	-4	-3	-10	1
O=C(NCc1ccco1)c1c(Cl)cccc1Cl	-9	-7	-7	-24	-7	-4	4	-9	-2	3	4
Cc1ccc(S(=O)(=O)NC(=O)c2cc(C)n(CCCN3CCOCC3)c2C)cc1	-11	5	-5	-4	3	23	14	2	-1	7	14
CCCCn1c(N)c(N(CCC(C)C)C(=O)COC(=O)c2cccnc2SC)c(=O)[nH]c1=O	3	-7	-2	-6	6	-9	-6	1	-4	-12	-9
O=C(Cn1nnc2ccccc2c1=O)Nc1cc(C(F)(F)F)ccc1N1CCOCC1	2	-8	-1	6	2	-14	14	1	1	3	-18
O=C(CN1CCOCC1)Nc1ccc(Oc2ccc(NC(=O)CN3CCOCC3)cc2)cc1	16	-1	5	0	-6	-4	-4	6	1	-4	10
Cc1ccc(OCCNC(=O)c2ccc3ccccc3n2)cc1	-23	-2	-4	-11	4	-1	-12	10	37	2	10
CCC(C)CN1C(=O)CN(S(C)(=O)=O)CC1(C)C(=O)Nc1c(C)cccc1C (stereo unspecified)	.	.	-5	11	-7	.	.	.	-9	-8	0
CCCCS(=O)(=O)C(=C1Nc2ccccc2N1)S(=O)(=O)CCCC	20	6	-12	0	-16	16	-8	-1	3	-6	-2

3 compounds from above, showing only NCOA2 inhibitor, TROY signal inh and SRC1 inh:
canonical_smiles	NCOA2 inhibitor	TROY signal inh	SRC1 inh
CCCCn1c(N)c(N(CCC(C)C)C(=O)COC(=O)c2cccnc2SC)c(=O)[nH]c1=O	-6	-6	-7
O=C(Cn1nnc2ccccc2c1=O)Nc1cc(C(F)(F)F)ccc1N1CCOCC1	6	14	-8
O=C(CN1CCOCC1)Nc1ccc(Oc2ccc(NC(=O)CN3CCOCC3)cc2)cc1	0	-4	-1

By substructure, the entries above containing a COOH group (two)
SMILES	TWEAK-Fn14 inh	SRC1 inh	NR2F2 inh	NCOA2 inhibitor	NOD2 RIPK2 PPI	NCOA3 inh	TROY signal inh	TLR9-MyD88 block	Granule exo inh	ABHD5-PLIN5 inh	LRH-1 inv ag
Cc1sc2nc(SCC(=O)O)[nH]c(=O)c2c1C	10	-14	-10	8	4	5	13	-10	3	-5	-10
CC1(C)CC(CC(=O)O)(c2ccc(F)cc2)CCO1 (stereo unspecified)	-2	9	-6	6	-10	-3	-9	-4	-7	0	-10
